TNF necrop inh – inhibitors of TNF-alpha induced necroptosis in Jurkat FADD-/- cells. activation (protection from cell death), % at 10 µM. actives 0.068% (n = 220,000). Jurkat FADD-/- TNF necroptosis rescue, ATP luminescence, 24 h; 0 = TNF only, 100 = no-TNF cells. AID 463075;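 active means activation, meaning protection from cell death, of at least 50% relative to plate controls; inactive means activation below 50%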;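 further: necroptosis triggered by 40 ng/mL TNF-alpha added together with compound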
Ba/F3 V617F tox – loss of viability in JAK2V617F-driven Ba/F3 cells. actives 1.1% (n = 220,000). AID 1446. Ba/F3 EpoR-JAK2V617F viability, ATP luminescence. inhibition, % at 5.6 µM;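 active means inhibition above the campaign mean plus 3 SD over all tested compounds, cut at about 24% in these data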;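 further: cytokine-independent growth of Ba/F3 cells driven by EpoR plus mutant JAK2; 0% = DMSO-treated cells and 100% = JAK inhibitor I control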
Wee1 stabilizer – inhibitors of human Wee1 degradation; reporter increase, % at 5 µM; P30291; AID 1321; HeLa Luc-Wee1K328M stability, luciferase luminescence; 100% = proteasome inhibitor MG132 effect; actives 1.2% (n = 220,000);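 active means activation above the mean of all tested compounds plus 3 SD, set per screening run, cut at about 8.8% in these data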;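 further: cells exposed to compound for 20 h before luminescence read; 0% = DMSO alone and 100% = MG132 at 30 µM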
Target sequence (P30291 whole entry K328M): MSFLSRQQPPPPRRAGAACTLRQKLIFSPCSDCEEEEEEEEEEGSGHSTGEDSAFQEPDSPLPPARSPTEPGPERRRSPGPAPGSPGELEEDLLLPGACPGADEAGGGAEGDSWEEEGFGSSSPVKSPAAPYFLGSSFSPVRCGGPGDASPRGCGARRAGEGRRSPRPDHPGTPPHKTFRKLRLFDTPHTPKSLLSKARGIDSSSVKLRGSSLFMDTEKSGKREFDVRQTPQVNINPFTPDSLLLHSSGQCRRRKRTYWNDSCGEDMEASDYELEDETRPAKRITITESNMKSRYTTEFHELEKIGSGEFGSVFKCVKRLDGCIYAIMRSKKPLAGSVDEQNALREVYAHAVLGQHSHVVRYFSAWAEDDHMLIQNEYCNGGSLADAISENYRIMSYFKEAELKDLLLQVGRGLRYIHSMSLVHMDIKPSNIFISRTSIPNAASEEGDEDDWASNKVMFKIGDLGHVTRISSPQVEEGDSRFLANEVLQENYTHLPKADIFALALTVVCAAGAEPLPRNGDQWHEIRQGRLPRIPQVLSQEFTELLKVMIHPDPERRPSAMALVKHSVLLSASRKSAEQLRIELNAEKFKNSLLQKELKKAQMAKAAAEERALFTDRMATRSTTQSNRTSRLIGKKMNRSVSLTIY
CHOP inhibitor – blocks CHOP induction under ER stress. CHO-K1 CHOP-promoter luciferase, tunicamycin-induced, 15-18 h. inhibition, % at 10 µM. AID 2732. actives 3.8% (n = 220,000);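 active means compounds that reduced the stress-induced luciferase reporter signal by more than about 70% of percent inhibition, limit read from the data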;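 further: 0% = tunicamycin plus vehicle and 100% = wells without tunicamycin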
TRPN1 ag – zebrafish TRPN1 (NompC) channel agonism | activation, % at 3 µM | actives 0.18% (n = 220,000) | HEK293 zebrafish TRPN1-YFP, Fluo-8 calcium fluorescence; 100% = response to 87 µM carbachol;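 active means activation above its plate's cutoff, the mean activation of test wells on that plate plus 3 SD, cut at about 19% in these data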;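 further: 0% = DMSO alone and 100% = 87 µM carbachol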
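Material – zebrafish TRPN1-YFP in HEK293 cells · Doses – 3 µM single point · Schedule – dye 1 h 37 °C plus 30 min RT · Signal – Fluo-8 calcium fluorescence, excitation 470-495 nm, emission 515-575 nm · Read-out – % activation versus carbachol response · Control set – carbachol high, DMSO low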
TRPML3 agonist – human mucolipin-3 channel agonism. HEK293 TRPML3-YFP, Fluo-8 calcium fluorescence; 100% = the carbachol control signal. actives 0.29% (n = 220,000). activation, % at 3 µM;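 active means activation above its plate's cutoff, the mean activation of the plate's test wells plus 3 SD, cut at about 12% in these data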;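 further: 0% = DMSO only wells and 100% = carbachol wells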
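system = HEK293 cells stably carrying human TRPML3-YFP | doses = one concentration, 3 µM nominal, 0.3% DMSO | timing = dye loading 1 h 37 °C then 30 min ambient, 125 s read | detection = Fluo-8 calcium dye fluorescence, ex 470-495, em 515-575 nm | benchmarks = high control carbachol 87 µM, low control DMSO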
BaF3 parental – counter-screen for JAK2V617F inhibitors: parental Ba/F3 viability inhibitors. CellTiter-Glo ATP luminescence. inhibition, % at 5.6 µM. actives 1.1% (n = 220,000);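 active means inhibition above a per-campaign cutoff, the mean inhibition of all tested compounds plus 3 SD, cut at about 27% in these data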;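 further: 0% = DMSO wells and 100% = JAK Inhibitor I control wells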
RBBP9 inh – human RBBP9 hydrolase inhibition | O75884 | recombinant RBBP9, FP-Rh probe fluorescence polarization | inhibition, % at 7.94 µM | actives 0.2% (n = 220,000) | AID 1515;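 active means inhibition above the campaign mean of all tested compounds plus 3 SD, cut at about 14% in these data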;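 further: plate controls were DMSO wells with RBBP9 for no effect and wells lacking RBBP9 protein for full effect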
Target sequence (O75884 whole entry, looked up): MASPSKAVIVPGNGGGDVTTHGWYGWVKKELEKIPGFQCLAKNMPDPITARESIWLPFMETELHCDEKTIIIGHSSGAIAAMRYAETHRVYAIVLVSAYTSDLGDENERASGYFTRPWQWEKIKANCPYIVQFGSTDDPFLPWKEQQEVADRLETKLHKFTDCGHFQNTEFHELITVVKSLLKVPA
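Material: RBBP9 protein. Amount: RBBP9 at 2.5 µM in dispensed solution, before mixing. Schedule: 30 min then 45 min, 25 °C. Medium: Tris buffer pH 8.0, NaCl, Pluronic. Measured by: fluorescence polarization. Measure: percent inhibition from mP, scaled between DMSO and no-protein wells. Replication: one well per compound.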
PPC-1+TRAIL kill – PPC-1 cancer cell killing with TRAIL present; PPC-1 cells + TRAIL, ATPLite viability luminescence; cell killing (% activity), % at 4 µM; actives 0.41% (n = 220,000); AID 1443;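 active means cell killing above 50% in the first pass at 4 µM, then a duplicate retest at 5 µM averaging 50% or more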;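 further: plate controls were cells with TRAIL plus DMSO for no effect and medium-only wells lacking cells for full effect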
Active calls of the source: *; / = not tested or not shown.

SMILES	TNF necrop inh	Ba/F3 V617F tox	Wee1 stabilizer	CHOP inhibitor	TRPN1 ag	TRPML3 agonist	BaF3 parental	RBBP9 inh	PPC-1+TRAIL kill
CC(C)CC(NC(N)=O)C(=O)OCC(=O)N(Cc1ccccc1)Cc1ccccc1 (stereo not given)	0.4	-3	2	6	-1.4	-0.9	-2	7	16
CCOc1cccc(N(C(=O)Cc2cccs2)C(C(=O)NC2CCCCC2)c2cccn2C)c1 (stereo not given)	-2.3	-3	11*	46	0.4	-0.1	0	-7	0
COC(=O)CC1C(=O)NCCN1C(=O)OC(C)(C)C (stereo not given)	0.5	-2	-2	16	0.5	-0.4	3	-1	24
CC(NCC(=O)Nc1cc(S(=O)(=O)N2CCCCCC2)ccc1Cl)c1ccccc1 (stereo not given)	1.7	-2	-2	19	-0.1	3.8	6	-9	3
O=C(Nc1ccccc1)Nc1ccc(Br)cc1F	3.8	-1	2	57	3.0	1.6	4	5	11
Cn1c(=O)c2c(nc(CN3CCN(c4ccccc4F)CC3)n2CCN2CCOCC2)n(C)c1=O	-1.2	1	1	12	1.4	1.0	4	2	14
Cn1c(C(=O)NCCc2ccccc2)cc(=O)n(C)c1=O	-0.6	3	0	-1	3.6	0.1	5	-5	/
O=C(CN1C(=O)CCC1=O)Nc1nc(-c2ccccn2)cs1	0.6	-4	3	20	1.2	0.6	7	-5	12
CN(C)S(=O)(=O)c1cc(NC(=O)COC(=O)C2CSC3(C)CCC(=O)N23)ccc1Cl (stereo not given)	1.0	-1	-1	-8	1.1	0.7	5	-2	18
CCn1nc(CC(=O)Nc2nnc(CC(=O)N3CCOCC3)s2)c2ccccc2c1=O	-1.3	-2	-2	8	1.0	0.9	-2	5	15
O=C(C1CCN(c2nnc(N3CCCC3=O)s2)CC1)N1CCN(Cc2ccc3c(c2)OCO3)CC1	1.3	-3	-2	-17	1.3	1.6	0	1	1
O=C(NCc1ccccn1)C1CCC(=O)N1C1CCCC1 (stereo not given)	-0.2	-6	2	/	0.4	0.3	1	-4	/
COc1ccccc1NC(=O)CN1CCC(c2nc3ccccc3[nH]2)CC1	2.3	-2	2	23	1.8	0.5	0	-10	-5
Cc1ccc(CNC(=O)CSc2nc3[nH]ncc3c(=O)[nH]2)cc1	0.2	3	-2	13	0.7	0.2	5	-3	0
OCC1(Cc2ccc(Cl)cc2)CCN(Cc2ccc(Oc3ncccn3)cc2)CC1	4.0	0	0	12	1.3	1.2	4	-8	2
CCOc1ccc(-c2nnc3n2N=C(c2ccc(OC)cc2)CS3)cc1	-2.8	3	-1	36	1.1	0.0	10	-5	26
CCOC(=O)CSC1=C(C#N)C(C)C2=C(CCCC2=O)N1 (stereo not given)	-3.6	-4	-1	4	0.0	-0.5	0	-8	6
Clc1ccc(-c2nc3ccncc3[nH]2)cc1	-11	14	4	-24	-0.5	0.2	22	-4	34
CC(C)[C@H](NC(=O)Nc1ccc2c(c1)OCCO2)C(=O)O	-0.5	-4	1	34	-0.7	0.1	-3	-6	9
Cc1cc(=O)[nH]c(=O)n1Cc1ccccc1	0.6	2	3	8	0.2	1.1	5	-1	12
COC(=O)CC1=Nc2ccccc2NC(=O)C1	-1.1	-1	1	51	-0.3	1.4	6	-3	4
COCC(C)n1c(SCC(=O)NCCC2=CCCCC2)nc2ccccc2c1=O (stereo not given)	2.0	-2	0	12	-1.7	-0.1	0	-3	-11
COc1ccc(CCN2C(=O)CC(NC34CC5CC(CC(C5)C3)C4)C2=O)cc1OC (stereo not given)	1.6	1	-4	-2	0.1	0.9	0	-1	-9
COc1ccc(NCC(=O)Nc2cc(S(=O)(=O)N3CCOCC3)ccc2N2CCOCC2)c(OC)c1	3.3	0	2	-15	0.4	0.1	-2	-7	9
CN1CCN(C(=O)CC2(CC(=O)O)CCCC2)CC1	0.8	1	0	1	0.7	1.2	8	-4	4
Cc1ccc(OCC(=O)O/N=C(\N)c2cccnc2)cc1	-1.2	1	-1	-9	0.0	-0.4	2	-3	19
Cc1ccc(C2C(C#N)=C(N)Oc3cc(C)oc(=O)c32)o1 (stereo not given)	-4.0	-3	-5	-46	2.3	1.1	3	-7	/
O=C(CNC(=O)c1cccc(Br)c1)NCCc1nc2ccccc2[nH]1	-0.2	-1	-2	26	-0.7	0.2	2	6	2
CCN(CC)S(=O)(=O)c1ccc(NC(=O)COC(=O)c2cc(S(=O)(=O)Nc3ccc(OC)cc3)ccc2O)cc1	5.0	3	-3	16	0.8	0.6	8	-16	-14
O=C(O)C1CCCCC1C(=O)Nc1ccc(Cl)cc1Cl (stereo not given)	0.1	-2	0	-1	-0.1	-0.1	2	5	-12

Wee1 stabilizer, entries above that show a hit.
mol	Wee1 stabilizer	CHOP inhibitor	TRPML3 agonist	RBBP9 inh
CCOc1cccc(N(C(=O)Cc2cccs2)C(C(=O)NC2CCCCC2)c2cccn2C)c1 (stereo not given)	11*	46	-0.1	-7

Record cards (already shown). Order of values: TNF necrop inh | Ba/F3 V617F tox | Wee1 stabilizer | CHOP inhibitor | TRPN1 ag | TRPML3 agonist | BaF3 parental | RBBP9 inh | PPC-1+TRAIL kill
Results for CCN(CC)S(=O)(=O)c1ccc(NC(=O)COC(=O)c2cc(S(=O)(=O)Nc3ccc(OC)cc3)ccc2O)cc1 → 5.0 | 3 | -3 | 16 | 0.8 | 0.6 | 8 | -16 | -14
Results for COc1ccc(CCN2C(=O)CC(NC34CC5CC(CC(C5)C3)C4)C2=O)cc1OC (stereo not given) → 1.6 | 1 | -4 | -2 | 0.1 | 0.9 | 0 | -1 | -9

Following part
SMILES	TNF necrop inh	Ba/F3 V617F tox	Wee1 stabilizer	CHOP inhibitor	TRPN1 ag	TRPML3 agonist	BaF3 parental	RBBP9 inh	PPC-1+TRAIL kill
Cc1sc2ncn3c(C)nnc3c2c1C	-2.6	-1	5	5	0.9	0.9	2	-6	0
O=C1CCC(C(=O)NC2(C(=O)NC3CCCCC3)CCCCC2)N1 (stereo not given)	-0.7	1	-3	-22	0.7	0.6	3	-8	12
COc1ccc(C(C)=O)cc1CSC(=N)N	2.4	2	-2	-1	0.9	1.1	4	-7	-4
COc1cc(OC)cc(C(=O)NNc2nc3cc4c(cc3s2)OCO4)c1	-2.3	0	-2	3	-0.6	0.5	5	-7	9
Cc1cc(C(=O)N/N=C/c2cn[nH]c2-c2ccccc2)cs1	0.2	1	2	16	-0.6	0.8	6	-5	13
COc1ccc(S(=O)(=O)N(C(=O)c2ccncc2)c2ccc(OC(=O)c3ccncc3)cc2)cc1	2.0	-1	2	15	-0.5	0.0	2	4	-16
S=C(c1ccc(-c2ccc(Cl)cc2Cl)o1)N1CCCCC1	-2.7	4	10*	-33	-0.3	-0.3	5	-1	15
Cc1ccc(/C=N/n2c(C)nnc2C)o1	0.9	-3	-2	0	-1.0	0.7	0	-8	-2
Cc1cc(NC(=O)c2cccc(COc3ccc(Br)cc3)c2)no1	0.4	-2	0	64	-0.7	0.4	1	-3	28
N#Cc1nc(Cc2ccccc2)oc1N1CCN(c2ccccc2)CC1	0.5	0	1	-35	-1.1	-1.1	4	0	22
Cc1ccc(C)c(NC(=O)CSc2nnc([C@@H](N)Cc3ccccc3)o2)c1	-1.9	-4	0	3	-0.3	-0.2	1	1	-7
O=C(CSc1nnc(CNC(=O)c2c(F)cccc2Cl)o1)Nc1ccc2c(c1)OCO2	-1.0	3	1	-14	0.5	0.6	10	2	0
COc1cc(/C=C/C(=O)OCC(=O)NC2CC2)cc(S(=O)(=O)N2CCc3ccccc32)c1OC	1.0	3	0	10	1.6	1.1	9	-4	18
Cc1[nH]n2c(=O)c(C#N)c(-c3ccccc3)nc2c1-c1ccccc1	-1.9	-2	1	-13	-0.9	0.7	3	-2	10
CCCCN(CCCC)S(=O)(=O)c1ccc(NC(=O)CN2CCOCC2)cc1	-2.4	0	4	33	0.6	0.2	2	-7	30
O=C(Cn1cnc2c(nnn2Cc2ccccc2)c1=O)NCC1CCCO1 (stereo not given)	1.1	-4	1	-26	-0.2	0.1	-1	8	-19
O=C(CP(=O)(c1ccccc1)c1ccccc1)N1CCOCC1	1.0	-2	3	23	1.8	0.2	4	-3	/
Cc1sc2nc(SCC(=O)NCc3ccco3)n(C)c(=O)c2c1C	-2.2	0	0	37	0.6	-0.9	7	-9	17
CC(C)(C)c1ccc(C(=O)NCc2ccc(Cl)cc2)cc1	3.2	5	-1	49	0.0	-0.4	6	-6	19
CCOC(=O)CC(=O)CSc1nc2ccc(C)cc2cc1C#N	-2.7	-2	-2	-17	0.9	1.1	-2	3	14
CC(C)=CC(=O)OCC(=O)Nc1ccccc1Cl	2.9	-5	-2	54	-0.4	-0.1	2	-3	-1

Taken from above.
Entry for O=C(Nc1ccccc1)Nc1ccc(Br)cc1F under BaF3 parental: 4
Entry for Cc1sc2ncn3c(C)nnc3c2c1C under Wee1 stabilizer: 5
